ALOX15B inhib – 15-hLO-2 (ALOX15B) enzyme inhibition; purified 15hLO-2, xylenol orange hydroperoxide absorbance; Potency, µM (highest dose often 57.1 µM), for the others: at the highest dose activity change, negative = inhibition, most hits filed as inhibitors; O15296; 110,000 compounds, 0.56% hits; further: potency means the concentration at half of the fitted maximal effect; nearly all actives have a fitted effect of over 60% in size; many of its hits are not listed in these tables
Target sequence (O15296 whole entry, looked up): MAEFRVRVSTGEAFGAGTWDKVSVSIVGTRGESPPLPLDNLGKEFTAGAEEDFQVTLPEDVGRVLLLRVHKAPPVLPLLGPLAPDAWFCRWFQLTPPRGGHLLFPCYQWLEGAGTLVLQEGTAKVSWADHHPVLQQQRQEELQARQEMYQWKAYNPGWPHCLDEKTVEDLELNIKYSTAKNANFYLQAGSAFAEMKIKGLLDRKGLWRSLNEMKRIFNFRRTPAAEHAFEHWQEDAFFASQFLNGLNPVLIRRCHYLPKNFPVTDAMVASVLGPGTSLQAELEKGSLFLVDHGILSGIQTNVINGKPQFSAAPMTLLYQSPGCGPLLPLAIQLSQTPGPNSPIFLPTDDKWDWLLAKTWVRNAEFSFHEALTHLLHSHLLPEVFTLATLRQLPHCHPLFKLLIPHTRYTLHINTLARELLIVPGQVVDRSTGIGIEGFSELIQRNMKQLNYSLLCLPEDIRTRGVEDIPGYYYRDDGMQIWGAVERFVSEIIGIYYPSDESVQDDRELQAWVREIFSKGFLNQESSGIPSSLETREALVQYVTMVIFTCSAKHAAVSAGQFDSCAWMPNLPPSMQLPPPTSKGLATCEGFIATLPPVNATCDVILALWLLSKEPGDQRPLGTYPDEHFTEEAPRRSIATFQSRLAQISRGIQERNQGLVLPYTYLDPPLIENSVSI
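Screening format was qHTS against 50 nM purified 15hLO-2 in Hepes pH 7.5 with detergent. Activity follows hydroperoxide formation from 45 uM arachidonic acid, measured as 573:405 nm absorbance ratio of the ferric-xylenol orange complex.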
ALOX12 inhib – blocks human 12-lipoxygenase activity; P18054; purified 12-hLO, xylenol orange hydroperoxide absorbance; Potency, µM (titrated, usually from 57.1 µM), for the others: top-dose activity change, negative = inhibition, actives largely listed as inhibitors; 150,000 compounds, 0.12% hits; AID 1452; further: potency means the concentration at half of the fitted maximal effect; nearly all actives have a fitted effect of over 55% in size; many of its hits are not listed in these tables
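Purified human 12hLO (150 nM final) was preincubated with compounds for 15 min at room temperature in 25 mM Hepes pH 7.0, 0.01% Triton X-100, then reacted with 40 uM arachidonic acid for 30 min. Hydroperoxide was detected with ferrous iron/xylenol orange.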
IMPase cell inh – cell-permeable inhibitors of inositol monophosphatase (IMPase); P97697; CHO-M1 cells, IP1 accumulation, HTRF TR-FRET ratio; inhibition (IP1 accumulation), % at 46.1 µM; 120,000 tested, under 10 active; active means well fitted curve in the direction sought with a large enough effect in the signal ratio, not every such curve was filed as active; inconclusive means small, poorly fitted or top-dose-only effect, or a change in a side signal; inactive means no such curve, though single readings can be large or run the other way; the % refers to the signal ratio;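 further: cells stimulated with carbachol in lithium chloride buffer; plate controls were DMSO basal wells for no effect and reference inhibitor wells for full effect; higher means more IMPase inhibition seen as more IP1 and lower FRET ratio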
Target sequence (P97697 whole entry, looked up): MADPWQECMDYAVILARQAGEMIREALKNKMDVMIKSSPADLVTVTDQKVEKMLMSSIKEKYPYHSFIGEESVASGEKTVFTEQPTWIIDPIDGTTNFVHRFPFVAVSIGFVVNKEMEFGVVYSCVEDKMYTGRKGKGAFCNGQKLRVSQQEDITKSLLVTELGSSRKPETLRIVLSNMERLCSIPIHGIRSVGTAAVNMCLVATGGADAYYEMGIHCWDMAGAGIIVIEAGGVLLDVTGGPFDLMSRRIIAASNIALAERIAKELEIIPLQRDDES
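Cellular IMPase inhibition is scored as a rise in cytosolic IP1, detected by competitive TR-FRET between d2-labelled IP1 and a europium anti-IP1 antibody. M1-expressing CHO cells were stimulated with carbachol for 30 min at 37C, with lithium (50 mM LiCl) present in the buffer.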
PNC inhibitor – blocks assembly of the perinucleolar compartment; 140,000 compounds, 3.1% hits; activity change (PNC), negative = inhibition, % at 10 µM; PC3M PTB-GFP, PNC prevalence imaging, 16 h; stronger effect = lower value;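 active means readout at or below -70, meaning at least 70% loss of cells showing the perinucleolar compartment, a nuclear body marking cancer cells; inconclusive means readout between -30 and a set limit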;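 further: plate controls were DMSO wells for no effect and camptothecin positive control wells for full effect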
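Compounds are pinned in duplicate onto adhered PC3M cells stably expressing GFP-tagged PTB and incubated 16 h at 37 C. Cells are then fixed, nuclei stained with Hoechst, and PNC-positive cells counted.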
The depositor's hits bear a star; ? = inconclusive; . = no result given; [ ] = remark or other dose. Unless noted, the call rests on the fitted dose curve; in most records, active means well fitted curve in the direction sought with a large enough effect; inconclusive means small, poorly fitted or top-dose-only effect, or another doubt; inactive means no such curve, though single readings can be large; an effect the other way counts as inactive or inconclusive. Unless noted, on the % scale 0 is the no-effect control and ±100 the full control effect. The list is partial. The share of hits here may be higher or lower than overall.

SMILES	ALOX15B inhib	ALOX12 inhib	IMPase cell inh	PNC inhibitor
CCOc1ccc(NC(=O)c2cccc(OC(=S)N3CCC(C)CC3)c2)cc1	-9%	-2%	7	70
Cn1cnnc1SCC(=O)Nc1sc2c(c1C#N)CCCCC2	.	-7%	.	?
CCOC(=O)c1c(C)[nH]c(C(=O)CSc2ccccc2)c1C	-6%	0%	10	21
CC(=O)Nc1ccc(S(=O)(=O)N(c2cccnc2)S(=O)(=O)c2ccc(NC(C)=O)cc2)cc1	.	-2%	?	-18
CCN1C(=O)c2cccc3c(S(=O)(=O)NCc4ccccn4)ccc1c23	-8%	6%	-13	?
O=C(O)COc1ccc(C(=O)c2cccs2)c(Cl)c1Cl	-8%[0.0915 µM]	-1%[0.00818 µM]	.	.
CC(C)C(=O)N1CCN(CCN=CC2=C(O)CC(c3ccco3)CC2=O)CC1 (stereo not drawn)	12%	2%	-4	6
Cc1ccc(NC(=O)COC(=O)c2csc3c2CCC(C)C3)cc1S(=O)(=O)N1CCCCC1 (stereo not drawn)	.	3%	.	57
Cc1ccc2nsnc2c1NC(=S)NC(=O)c1ccco1	.	-8%	.	?
COC(=O)C(Cc1ccccc1)P(=O)(c1ccccc1)c1ccccc1 (stereo not drawn)	.	1%	.	30
O=C(O)c1cccc(N2CCCC2=O)c1	-5%	-2%	-5	25
Cc1cc(=O)[nH]c(SCC(=O)Nc2ccc(S(=O)(=O)N3CCOCC3)cc2)n1	4%	0%	-1	54
COc1ccc(N2C(=O)CC(Sc3nccc(C)n3)C2=O)cc1 (stereo not drawn)	6%	3%	3	28
CC1CN(C(=O)CN2C(=O)c3ccccc3C2=O)CC(C)O1 (stereo not drawn)	1%	3%	3	2
COC(=O)c1cc(NS(=O)(=O)c2ccc(N3CCOCC3)c(NC(C)=O)c2)cc(C(=O)OC)c1	.	0%	?	9
Nc1c(S(=O)(=O)c2ccccc2)c2nc3ccccc3nc2n1/N=C/c1ccco1	-19%	-27%	-8	38
COc1cccc(CNc2nc3nc(C)c(Cl)c(C)n3n2)c1	0%	-2%	-4	32
COc1ccc2c(c1)c(=O)c(C(=O)c1ccccc1)cn2Cc1ccccc1	.	-3%	.	-14
C/C(=N\Nc1ccc([N+](=O)[O-])cc1)c1ccc(-n2nncc2C)cc1	.	-4%	.	-17
CCC(C)N1CCCCC1C(=O)Nc1c(C)cc(C)cc1C (stereo not drawn)	.	3%	13	?
COC(=O)[C@H](Cc1ccccc1)NC(=O)O[C@@H]1C(=O)c2cc(OC)ccc2O[C@H]1c1ccc(OC)c(Br)c1	.	-2%	.	10
Cc1cc(NC(=O)c2cc3ccccc3oc2=O)no1	4%	2%	3	-10
c1ccc(-c2noc(CSc3nnc(Cc4cccs4)n3-c3ccccc3)n2)cc1	.	-6%	3	8
CCCCNC(=O)C1C2C=CC3(CN(Cc4ccc(C)cc4)C(=O)C13)O2 (stereo not drawn)	-2%	-4%	5	34
COc1ccc(OCC(=O)OCC(=O)Nc2ccc(S(=O)(=O)N3CCCCC3)cc2)cc1	-9%	-5%	3	11
CC1CC(C)CN(C(=O)Cn2c(SCC(=O)N3CCc4ccccc4C3)nc3ccccc32)C1 (stereo not drawn)	.	3%	0	-10
CN1CCC[C@@H]1CCO[C@](C)(c1ccccc1)c1ccc(Cl)cc1	24%	2%	18	.
COc1ccc2c(c1)C(C)=CC(C)(C)N2C(=O)CN1C(=O)CCC1=O	.	3%	11[0.0738 µM]	28
Cc1cc(CSc2ccccc2)ccc1NC(=O)COc1ccccc1	-5%	-2%	3	?
Cc1ccc(OCC(=O)NNC(=O)C2CCN(c3nccc(C)n3)CC2)cc1	-3%	2%	-5	-11
CC(=O)n1nc(-c2ccccc2)nc1NCc1ccc(F)cc1	3%	-2%	10	?
COc1ccc(CN(C(=O)c2ccc(-c3ccccc3)[nH]2)C(C(=O)NCC2CCCO2)c2ccc(C)o2)cc1 (stereo not drawn)	5%	-3%	7	74
C#CC[N+](C)(C)CC#Cc1ccc(Cl)cc1	.	-1%	6	-26
O=C(CCc1ccccc1)Nc1ccccc1[N+](=O)[O-]	.	-2%	-10	-13
O=C(C1CCCO1)N1CCN(C(=S)Nc2ccc(Cl)cc2)CC1 (stereo not drawn)	.	1%	.	-17
O=C(NCCN1C(=O)S/C(=C\c2ccc(OC(F)F)cc2)C1=O)c1cnccn1	.	1%	.	-25
CCOc1ccc(CC(=O)Nc2ccc(S(=O)(=O)Nc3cc(C)on3)cc2)cc1OCC	-10%	-1%	-1	18
COc1cccc(-c2csc(N3CCN(C(=O)Nc4ccccc4OC)CC3)n2)c1	.	0%	-3	-18
Cc1ccc(-n2c(C)cc(/C([O-])=C(/C(=S)Nc3ccc(F)c(Cl)c3)[n+]3ccccc3)c2C)cc1	-14%	-13%	4	?
Cc1ccc(CNC(=O)CSc2ccc(-c3ccco3)nn2)cc1	.	0%	-10	18
COc1ccc(C2COc3c(ccc(O)c3OC)C2)c(OC)c1O (stereo not drawn)	-21%	-1%	.	.
O=C(Nc1ccc(CN2CCCCC2)cc1)c1ccc2c(c1)OCO2	6%	-3%	9	46
COc1cc(C(=O)NCc2ccccc2)ccc1OC(F)F	.	-4%	-7	-30
Cc1cc(C)c(S(=O)(=O)n2ccc(-c3ccc(OCCN(C)c4ccccn4)cc3)n2)c(C)c1	.	6%	4	82
NC(=O)C1(N2CCCCC2)CCN(Cc2ccc(F)cc2)CC1	9%	0%	8	-15
N#CC1(c2ccccc2)CCCN1C(=O)c1ccc(Br)o1 (stereo not drawn)	-2%	-5%	1	46
C=CCn1c(COc2ccccc2)nnc1SCC(=O)NCC(=O)OCC	1%	2%	9	-2
CNC(=O)CN(C)S(=O)(=O)c1ccc(OC)c(Cl)c1	-2%	1%	9	?
CCN(CC)S(=O)(=O)c1ccc(-c2nnco2)cc1	.	-4%	-3	-100*
COCCNc1nc(CSc2ccccc2)nc2sc(C)c(C)c12	.	-3%	9	-86*
COc1ccc(Cl)cc1C(=O)NC(=S)Nc1cc(-c2nc3ccccc3[nH]2)ccc1C	-11%	-25%	8	9
Cc1ccc(S(=O)(=O)N2CCC(C(=O)O)(c3ccccc3)CC2)cc1	-3%[11.4 µM]	1%[11.4 µM]	.	.
Cc1cccc(-c2nnc(N)s2)c1	4%	-5%	-2	-16
O=C(COC(=O)CC(c1ccccc1)c1ccccc1)Nc1c(F)cccc1F	.	2%	.	?
CCCS(=O)(=O)N1CCC(C(=O)NC2CCCC(C)C2C)CC1 (stereo not drawn)	21%[11.4 µM]	1%	3[1.84 µM]	-16
O=C(CN(Cc1ccco1)C(=O)c1ccc(Cl)cc1)Nc1c(Cl)cc(Cl)cc1Cl	.	-4%	.	?
O=S(=O)(NCCSc1ccccc1)c1ccc2c(c1)OCCO2	-9%	-5%	-6	42
CCOC(=O)c1ccc(COC(=O)c2cc(=O)[nH]c3ccccc23)o1	-1%[2.29 µM]	-11%	-3	?
O=S(=O)(c1ccc(Cl)c(NC(=S)Nc2cccc(O)c2)c1)N1CCOCC1	.	1%	.	24
CN(C(=O)Cn1nnc(-c2cccc(C(F)(F)F)c2)n1)C1CCCCC1	4%	-7%	-3	57
The list continues:
SMILES	ALOX15B inhib	ALOX12 inhib	IMPase cell inh	PNC inhibitor
O=[N+]([O-])c1ccc(F)cc1F	-10%	4%	.	.
CC(CNC(=O)c1ccc(C(C)(C)C)cc1)CN(C)C (stereo not drawn)	.	5%	.	?
CCCCC(CC)C(=O)NCCc1ccc(S(N)(=O)=O)cc1 (stereo not drawn)	-13%	1%	-3	12
CCCCNC(=O)CCn1nc(-c2ccccc2)ccc1=O	-1%	-1%	7	?
COc1ccc(C2SCCN2C(=S)Nc2ccc(Cl)cc2)cc1 (stereo not drawn)	.	-23%	5	26
O=C(O)Cc1cc(I)c(Oc2cc(I)c(O)c(I)c2)c(I)c1	-1%	-1%	.	.
O=Cc1ccc(OC(=O)C2CC(=O)N(c3ccc(F)cc3)C2)cc1 (stereo not drawn)	-4%	-1%	0	-6
CCOC(=O)c1cnc2nc(Cc3ccccc3)[nH]n2c1=O	1%	4%	3	-26
Clc1cccc(Cl)c1COn1nnc2ccccc21	-2%	-10%	7	-16
Cc1cc(C)n(S(=O)(=O)c2ccc3ccccc3c2)n1	-5%	-1%	12	-8
CC(C)Cc1nc(C#N)c(N2CCC(C(N)=O)CC2)o1	.	0%	.	120
COc1ccc(NC2SC(=O)N(CC(=O)O)C2=O)cc1 (stereo not drawn)	5%	-4%	4	?
Cc1cc(NCCO)nc(-n2nc(C)cc2C)n1	43%[activator]	-4%	0	-7
Cc1cc(NC(=O)Nc2ccccc2)n(-c2ccccc2)n1	15%	-4%	11	15
O=C(NS(=O)(=O)c1ccccc1)c1ccccc1F	10%[2.29 µM]	2%	-2	-122*
Cc1ccc(C(=O)c2ccccc2C(=O)OCC(=O)Nc2ccc(SC(F)F)cc2)cc1	.	-4%	.	?
COc1ccc(-n2cc(-c3ccccc3)[nH]c2=S)cc1	.	-3%	7	-21
COc1ccc(Cn2c(-c3ccco3)nc3oc4ccccc4c(=O)c3c2=O)cc1	-3%	-5%	11	-26
CCCCC(=O)Nc1ccc(C(=O)Nc2nc(CC(=O)OCC)cs2)cc1	6%	5%	1	46
Clc1ccccn1	-9%	0%	.	.

Among those listed so far, 2 have bromine.
SMILES	ALOX15B inhib	ALOX12 inhib	IMPase cell inh	PNC inhibitor
COC(=O)[C@H](Cc1ccccc1)NC(=O)O[C@@H]1C(=O)c2cc(OC)ccc2O[C@H]1c1ccc(OC)c(Br)c1	.	-2%	.	10
N#CC1(c2ccccc2)CCCN1C(=O)c1ccc(Br)o1 (stereo not drawn)	-2%	-5%	1	46

Going on with the list:
SMILES	ALOX15B inhib	ALOX12 inhib	IMPase cell inh	PNC inhibitor
C=CCOC(=O)C1=C(C)Nc2nc3ccccc3n2C1c1ccncc1 (stereo not drawn)	6%	-9%	4	?
Cn1c(CNC2CCCCC2)c(C#N)c2ccccc21	9%	-14%	3	66
CCOC(=O)N1CCN(S(=O)(=O)c2ccc(F)c(C(=O)Nc3ccc(C(C)C)cc3)c2)CC1	.	0%	.	19
CCn1c(=O)cc(O)c2c(=O)n(C)c(=O)n(C)c21	-10%	-2%	1	?
CN(C)S(=O)(=O)c1cccc(C(=O)Nc2cc(Cl)ccc2O)c1	-14%	-10%	-2	22
Cc1ccc(NC(=O)c2cc(-n3cnnc3)ccc2Cl)c(C)c1	.	28%	.	123
O=C1CCC[C@@H]2CC(Nc3ccc(F)cc3F)C[C@@H]3CCN1[C@H]23 (stereo partly drawn)	-7%[0.0915 µM]	-2%[0.00818 µM]	.	.
O=c1cc(-c2ccccc2)[nH]c2nc3ccccc3n12	-5%	6%	-11	?
NC(=O)CCCc1nc(-c2ccccc2Cl)no1	1%	1%	0	-22
O=C(CN1C(=O)CCSc2ccccc21)Nc1cccc(F)c1	-6%	-5%	-1	25
N#Cc1ccc(NC(=O)c2nc(-c3ccccc3)n(-c3ccccc3)n2)cc1	-16%	-6%	9	?
COc1ccc(CCNC(=O)CN2CCC(n3nnc4cc(F)ccc43)CC2)cc1OC	2%	4%	4	5
CCCc1nnc(SCc2ccc(C(=O)OC)o2)n1N	-3%	6%	5	-3
CCc1nnc(NC(=O)NC(C)(C)C)s1	5%	11%	-8	20
O=c1c2ccccc2sn1-c1ccc(S(=O)(=O)N2CCCC2)cc1	0.4µM*	?	3	-2
COc1ccc(-c2nnc3n2N=C(C)CS3)cc1OC	6%	-4%	3	-23
NC(=O)C1(N2CCCCC2)CCN(C2CC(=O)N(CCc3ccccc3)C2=O)CC1 (stereo not drawn)	-2%	-12%	4	32

Whole records from above. Screens in order: ALOX15B inhib	ALOX12 inhib	IMPase cell inh	PNC inhibitor
`CCCCC(CC)C(=O)NCCc1ccc(S(N)(=O)=O)cc1` (stereo not drawn) is listed as -13%	1%	-3	12
`O=C(O)COc1ccc(C(=O)c2cccs2)c(Cl)c1Cl` is listed as -8%[0.0915 µM]	-1%[0.00818 µM]	.	.
`Nc1c(S(=O)(=O)c2ccccc2)c2nc3ccccc3nc2n1/N=C/c1ccco1` is listed as -19%	-27%	-8	38
